Assay outcomes deposited in PubChem BioAssay by several laboratories.
Peg3 prom inh – inhibitors of Peg3 promoter; AID 588405; HeLa PEG-Prom luciferase reporter, luminescence, overnight; 360,000 compounds, 1.7% hits; inhibition, % at 20 µM;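 active = inhibition of at least 50% at 20 µM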
NR2E3 ag-1 – activates human NR2E3 receptor | AID 602229 | 360,000 compounds, 0.35% hits | inhibition of corepressor binding, % at 3.98 µM | Q9Y5X4 | CHO-S Gal4-NCOR/VP16-NR2E3 two-hybrid, luciferase;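 active = inhibition above the mean of all tested compounds plus 3 SD, cut at about 70% in these data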;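 note: 0% = DMSO with NR2E3 transfected cells and 100% = cells lacking NR2E3 construct; higher means lower luciferase signal from less NR2E3 corepressor binding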
TRPM1 prom inh – MITF TRPM1 promoter inhibition in SK-MEL-5 cells | SK-MEL-5 TRPM1 promoter luciferase, 24 h | inhibition, % at 12.5 µM | 330,000 compounds, 0.83% hits;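 active = mean inhibition across replicates of 60% or more, whatever share of single replicates reaches that level; inconclusive = some that reach 60%, reason not given; inactive = mean inhibition across replicates below 60%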; note: values of inactives mirror those of a sister screen read the other way
CaV13 FRET inh – Disruptors of the CACNA1D IQ motif to Ca2+-dependent inactivation inhibitor domain association, primary screening, Förster resonance energy transfer in intact living …; HEK cells, CFP/YFP FRET ICDI-IQ, plate reader, 10 min; percent FRET-ratio fall versus neutral wells; inhibition, % at 12.3 µM; 340,000 compounds, 0.098% hits;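 active = mean replicate inhibition of at least 30% and at least 1% of replicates passing that level; inconclusive = only one of the two criteria is met; inactive = neither criterion is met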;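 note: 0% = median of the neutral control wells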
NR2E3 ag-2 – activates human photoreceptor nuclear receptor NR2E3; GST-NR2E3/biotin-RetCOR TR-FRET, 1536-well; inhibition of corepressor binding, % at 4.78 µM; AID 2300; 320,000 compounds, 0.12% hits; Q9Y5X4;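 active = percent inhibition above the cutoff of mean plus 3 SD of all tested compounds, set per screening campaign, cut at about 20% in these data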;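 note: 0% = DMSO wells and 100% = biotin wells as full block of FRET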
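Material – GST-tagged NR2E3 plus biotinylated RetCOR corepressor · Quantity – NR2E3 fusion 1.35 nM · Times – 5 h incubation at 4 °C · Medium – pH 7.5 Tris-based buffer · Technique – TR-FRET, Eu(K)-anti-GST donor, streptavidin-D2 acceptor, ex 340, em 617/671 nm · Benchmarks – high control biotin, low control 0.6% DMSO · Format – 1536-well plates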
H9c2 protect – myocardial damage modulation in H9c2 cells; AID 588492; protection from H2O2 cell death, % at 20 µM; H9c2 cardiomyocytes, H2O2 injury protection, ATPLite, 2 h; 360,000 compounds, 0.63% hits;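 active = compounds giving at least 50% protection of heart cells from peroxide-induced death in the single-dose screen, raw or plate-pattern-corrected value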;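 note: 0% = DMSO wells with peroxide and 100% = DMSO wells without peroxide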
hiPSC survival – hiPSC single-cell survival enhancement; ATPlite luminescence; 100% = ROCK inhibitor wells, 0% = DMSO; survival enhancement, % at 20 µM; 360,000 compounds, 0.044% hits; in the data active = survival enhancement above about 18%;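 note: cells exposed to compounds for 16 hours before the ATP read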
HTR2A ag – mouse HTR2A agonism via beta-arrestin recruitment; P35363; 360,000 compounds, 0.66% hits; CHO-K1 mHTR2A beta-arrestin complementation, luminescence; percent of 30 µM serotonin response; activation, % at 7.6 µM; AID 624169;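 active = activation above a run cutoff, the mean activation of all tested compounds plus 3 SD, cut at about 14% in these data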;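 note: 0% = plate median of compound wells and 100% = 30 µM serotonin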
Target sequence (P35363 whole entry, looked up): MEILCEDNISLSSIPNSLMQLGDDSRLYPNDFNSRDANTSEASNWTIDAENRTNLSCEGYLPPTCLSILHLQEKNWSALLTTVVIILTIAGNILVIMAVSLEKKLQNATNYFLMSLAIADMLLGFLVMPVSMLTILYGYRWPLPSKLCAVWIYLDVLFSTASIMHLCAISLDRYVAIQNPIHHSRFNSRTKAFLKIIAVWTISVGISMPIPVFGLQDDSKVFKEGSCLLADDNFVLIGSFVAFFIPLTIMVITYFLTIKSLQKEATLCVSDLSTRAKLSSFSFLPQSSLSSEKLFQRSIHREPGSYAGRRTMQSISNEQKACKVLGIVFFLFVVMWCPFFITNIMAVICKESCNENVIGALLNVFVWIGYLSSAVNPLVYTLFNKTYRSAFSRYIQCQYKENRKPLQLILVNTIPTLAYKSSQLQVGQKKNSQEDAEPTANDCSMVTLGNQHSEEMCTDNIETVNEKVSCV
Shn3 3UTR inh – Schnurri-3 reporter inhibition in Clone20 osteoblasts. inhibition, % at 12.5 µM. Clone20 osteoblast Shn3 3'UTR firefly luciferase, 24 h. 360,000 compounds, 0.52% hits;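 active = mean inhibition of at least 75% with every replicate also reaching 75%; inconclusive = mean inhibition at least 75% but some replicate below; inactive = mean inhibition below 75%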;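 note: 0% = median of neutral control wells and 100% = pilot-screen positive control compound; some compounds past the cut are filed as inactive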
HIF-2a inh – HIF-2a inhibition | 786-0 RCC cells HIF-2a reporter, luciferase luminescence, overnight | inhibition, % at 18.8 µM | 360,000 compounds, 0.72% hits;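 active = inhibition of the luminescence signal of 40% or more relative to plate controls, in a single-dose primary screen at 18.75 µM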
PDI turbidity – PDI (human) enzyme inhibition | inhibition, % at 10 µM | 350,000 compounds, 0.052% hits | PDI insulin aggregation turbidity, A650, 90 min | P07237;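 active = mean inhibition across replicates of 30% or more, whatever share of single replicates reach that level; inconclusive = mean inhibition below 30% while every single replicate reaches 30%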;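 note: absorbance from insulin aggregation driven by PDI reduction with DTT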
Target sequence (P07237 whole entry, looked up): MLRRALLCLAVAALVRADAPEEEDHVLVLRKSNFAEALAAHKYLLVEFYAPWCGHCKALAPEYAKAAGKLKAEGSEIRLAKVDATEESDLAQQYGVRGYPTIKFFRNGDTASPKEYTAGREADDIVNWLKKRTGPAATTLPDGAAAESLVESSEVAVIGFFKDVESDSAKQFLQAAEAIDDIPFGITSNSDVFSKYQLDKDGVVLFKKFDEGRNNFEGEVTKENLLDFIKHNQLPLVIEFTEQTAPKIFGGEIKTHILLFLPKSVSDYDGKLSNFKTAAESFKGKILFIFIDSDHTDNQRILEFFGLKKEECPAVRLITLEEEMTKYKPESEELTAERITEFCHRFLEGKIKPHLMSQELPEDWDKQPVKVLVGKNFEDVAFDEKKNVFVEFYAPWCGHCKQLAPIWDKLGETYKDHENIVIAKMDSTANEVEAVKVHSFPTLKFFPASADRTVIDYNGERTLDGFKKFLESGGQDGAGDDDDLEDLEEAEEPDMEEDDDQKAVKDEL
The depositor's hits bear a star; ? = inconclusive; / = no result given. This is a random part of the collection; any-hit rate near 3.9%.

Compound	Peg3 prom inh	NR2E3 ag-1	TRPM1 prom inh	CaV13 FRET inh	NR2E3 ag-2	H9c2 protect	hiPSC survival	HTR2A ag	Shn3 3UTR inh	HIF-2a inh	PDI turbidity
FC(F)(F)c1nc(Oc2ccccc2)c2ccccc2n1	4	-27	6	/	-1	-6	-1.4	-3	-19	3	-1
CCn1c(SCC(=O)Nc2ccc3c(c2)OCO3)nnc1-c1ccccc1O	-21	1	7	-5	-1	-6	2.3	1	-56	0	-6
CCc1ccc(Nc2n[n+](C)c(-c3ccncc3)s2)cc1	-35	2	7	-5	-1	-1	-1.4	-5	3	-39	-3
CC(C)c1ccc(Nc2nnc(SCC(=O)NCC3CCCO3)s2)cc1 (stereo not drawn)	-242	-55	-33	-6	/	-17	-3.6	-7	-55	-202	7
CCCCNC(=O)CN(c1cc(C(F)(F)F)ccc1Cl)S(C)(=O)=O	15	5	2	-3	2	4	2.1	5	-1	12	8
COc1ccc(-c2cc(NC=O)c3ncc(-c4cccc(C(F)(F)F)c4)n3c2)c(OC)c1	16	-7	/	-10	/	-8	-2.8	-6	12	1	-2
C/C(=N\NC(=O)CC(C)C)c1c(C(F)(F)F)[nH]n(-c2nc3ccccc3s2)c1=O	-134	-78	-17	-3	-1	-4	0.1	-4	-18	-142	15
COc1cc(C(=O)OCC(=O)NC(=O)C2CCCCC2)ccc1OC(F)F	6	-27	-2	-1	-2	1	-0.1	-2	-18	16	0
CCCn1nc(C(=O)Nc2ccc(N3CCOCC3)cc2)c2ccccc2c1=O	-41	-3	-13	-6	4	-4	1.0	4	-2	-27	9
Cc1c(NC(=O)NC(C)N2C(=O)C3C4C=CC(C4)C3C2=O)c(=O)n(-c2ccccc2)n1C (stereo not drawn)	-1	-23	8	/	0	0	3.9	0	10	11	8
CCOc1ccc(N=Nc2c(=O)[nH]n3c(C)cc(C)nc23)cc1	-14	5	2	-5	-10	6	0.0	-3	-26	-2	-4
O=C(Nc1ncc(Cc2ccccc2Cl)s1)C1=NCCN1	-10	18	3	2	-1	21	6.2	-8	18	-27	-3
O=[N+]([O-])c1ccc(CN2C=NS(=O)(=O)c3ccccc32)cc1	10	-5	-3	-1	1	0	-0.8	0	-5	13	-5
COCCn1c(N)c(N(Cc2ccccc2)C(=O)C(C)Oc2ccc(Br)cc2)c(=O)[nH]c1=O (stereo not drawn)	0	-11	/	-14	/	8	5.7	1	1	19	1
CCOC(=O)c1c(S(=O)(=O)NCc2ccco2)c(C)n(C)c1C	-9	-11	-3	-5	2	-2	0.8	-6	-5	1	3
CC1C(=O)N2CCCc3cc(NC(=O)C(=O)NCc4ccccn4)cc1c32 (stereo not drawn)	-1	-25	-5	-6	-3	2	-0.5	-6	-7	-4	-23
CCN(CC)S(=O)(=O)c1cc(NC(=O)C(C)N(C)CC(=O)Nc2c(C)cccc2C)ccc1C (stereo not drawn)	16	1	-2	-5	-2	2	-2.2	7	16	22	5
Cc1cccc2sc(NC(=O)CSc3nnnn3C)nc12	-32	-49	6	-10	-2	-1	0.3	9	-8	-7	-5
CCSc1n[nH]c2nc3c(c(=O)n12)C1(CCCCC1)Cc1ccccc1-3	-15	-17	9	4	8	-2	-0.6	-4	-10	4	3
Fc1ccc2c(-c3cccc(C(F)(F)F)c3)c(-c3ccccc3)ncc2c1	-7	19	4	-6	0	-14	4.4	3	18	-26	-4
CCn1c(=O)c(C(=O)CN2CCc3ccccc32)c(N)n(Cc2ccccc2)c1=O	21	-31	6	-5	1	1	0.3	2	-7	13	3
CCC(=O)Nc1cccc(-n2nnnc2SCC(=O)NCc2ccco2)c1	10	-5	9	/	0	5	12	0	-1	9	-7
CCN1C(=O)[C@H]2[C@@H](c3ccc(C)cc3)N3C(=O)N(c4ccc(C(F)(F)F)cc4)C(=O)[C@@]3(CC(C)C)[C@H]2C1=O	-5	-9	0	4	-1	-8	1.6	0	15	-4	11
Cc1cc(C(=O)NC2=NCCS2)cs1	-144	-93	-46	-5	3	-4	-2.7	-4	-24	-132	-7
COc1ccc(CN(CCCn2cnc3c(OC)ncnc32)CCCn2cnc3c(OC)ncnc32)cc1	5	-21	/	-7	/	5	3.3	-1	2	-10	-8
COc1ccc(CN2CCn3ncc(C(=O)Nc4ccc(Cl)cc4Cl)c3C2=O)cc1	27	-19	-4	/	0	-12	-2.2	6	7	13	-3
Nc1cc(C(=O)O)c(Oc2ccc(Cl)cc2Cl)cc1C(=O)O	21	-23	3	-5	-2	6	0.5	2	-9	16	5
CCCCn1c(O)c(C(CC)=Nc2ccc3c(c2)CCC3)c(=O)[nH]c1=O	12	7	1	/	4	-20	0.6	-3	6	15	4
CCOC(=O)c1c(-c2ccc(C)o2)csc1NC(=O)CSc1nncs1	13	-33	2	/	4	-3	0.6	-1	55	2	6
CCOc1ccccc1Nc1nnc(SCC(=O)NCC2CCCO2)s1 (stereo not drawn)	20	-9	0	-6	/	-3	0.8	-2	16	12	2
O=C(O)CC1(CC(=O)Nc2cc3ccccc3cn2)CCCCC1	11	-10	/	4	2	-1	3.0	5	10	6	0
CCN(CC)S(=O)(=O)c1cccc(-c2n[nH]c(=S)n2/N=C/c2ccc(Br)cc2)c1	19	-18	2	-4	-1	-2	1.4	-4	-12	7	6
O=C(NC1CCCCCC1)c1cc(S(=O)(=O)N2CCCCC2)ccc1N1CCOCC1	-2	-18	3	6	3	0	-0.6	-5	6	8	3
COc1ccc(C(=O)O)cc1S(=O)(=O)N1CCN(c2ccccn2)CC1	2	-4	13	-3	1	0	-0.5	5	-16	12	17
O=C(NNS(=O)(=O)c1c(F)cc(F)c(Cl)c1F)C12CC3CC(CC(C3)C1)C2	13	-7	/	-10	/	-3	-0.8	-4	-5	5	3
CC(=O)c1cccc(NC(=O)C(C)OC(=O)Cc2n[nH]c(=O)c3ccccc23)c1 (stereo not drawn)	9	19	10	-12	1	77*	-0.2	-2	9	15	0
CC1CCOC2(O1)C(=O)Nc1ccccc12 (stereo not drawn)	-4	-14	3	-7	5	-1	5.7	-3	-8	12	5
COc1ccc(N=C2SC(CC(=O)Nc3ccccc3)C(=O)N2CC2CCCO2)cc1 (stereo not drawn)	6	-6	-3	/	0	12	0.4	3	11	13	1
N#C/C(=C\c1cn(CCOc2ccccc2)c2ccccc12)C(=O)NCc1ccco1	5	4	19	6	0	-2	-1.3	2	25	-3	0
O=C(O)C1CCCCC1C(=O)NCCc1ccncc1 (stereo not drawn)	7	1	1	-5	-2	2	-1.9	6	10	10	6
O=[N+]([O-])c1nn(-c2ccccc2)[n+]([O-])c1N1CCN(c2ccccc2F)CC1	16	11	7	-5	3	1	-2.4	5	-15	6	-57
Cc1ccc(OCC(O)CN2CCCC2)cc1 (stereo not drawn)	-18	8	7	0	1	14	-0.3	3	8	9	-7
COC(=O)C(O)(CC(=O)Nc1cc(OC)c(OC)c(OC)c1)C(F)(F)F (stereo not drawn)	7	-9	-2	/	1	4	0.4	6	-7	8	-1
Cc1nc2sc(C(c3ccco3)N3CCOCC3)c(O)n2n1 (stereo not drawn)	0	-14	-3	-13	3	1	2.1	0	-21	-3	0
O=C(COC(=O)c1cccc(F)c1)NC(=O)NCc1ccccc1	9	16	-9	-4	/	-7	0.2	-4	-11	7	-1
COc1cccc(/C=C2/C(=O)NN(c3ccc(C)c(C)c3)C2=O)c1	-2	-28	-2	-2	0	5	0.5	2	-12	-10	-2
CCc1ccc(-c2cc(C)no2)cc1S(=O)(=O)Nc1ccc(Cl)cn1	12	8	-3	-2	0	-5	0.2	0	-15	7	-12
Cc1cc(C)c(-n2nnnc2SC(C)C)c(C)c1	-7	-5	8	-14	3	-5	-0.8	0	-16	20	-9
CNc1c(NS(=O)(=O)c2cc(NC(C)=O)ccc2C)c(=O)oc2ccccc12	0	-6	8	-3	1	11	-0.4	9	-7	8	5
COc1cccc(NC(=O)CN(C)C(=O)c2cc(-c3cccc(Br)c3)nc3ccccc23)c1	71*	19	11	-3	4	21	-0.2	-2	7	-9	-5
c1ccc(-c2nc(N3CCOCC3)sc2-c2ccccc2)cc1	8	-3	-2	-2	2	-3	-0.1	-5	-6	-17	2
CCC1Oc2ccc(C)cc2N(CC(=O)NC2CCCCC2)C1=O (stereo not drawn)	8	-9	-4	-5	4	3	-0.1	-2	-11	2	-29
CCc1nnc(NC(=O)c2ccc(-c3ccc(Cl)cc3)o2)s1	-24	-26	-16	/	4	-6	-1.3	5	-4	-21	-1
CCCCNC(=O)N1CCN(C(=O)C2CCCO2)CC1 (stereo not drawn)	6	27	-2	1	3	4	1.0	2	-16	11	?
COc1ccc(CC(=O)Nc2nc(C)cs2)cc1OC	13	19	5	-4	-3	-11	-1.8	0	31	9	-4
CCOC(=O)c1ccc(Nc2sc(C(=O)c3cccc([N+](=O)[O-])c3)c(N)c2C#N)cc1	52*	-22	21	-4	3	-13	-0.6	0	-18	4	-10
Cc1cc(C)c(NC(=O)C2=CCN(S(=O)(=O)c3ccc(F)cc3)CC2)c(C)c1	16	-29	5	11	2	-5	5.1	-2	-1	1	-1
NC1=NC[C@H](Cc2ccccc2)N1CCc1cc(C(F)(F)F)cc(C(F)(F)F)c1	85*	-2	3	-5	1	7	0.6	-2	1	4	3
Cc1nc(SC2CC(=O)N(c3cc(Cl)cc(Cl)c3)C2=O)nc2c1CCCC2 (stereo not drawn)	-2	-47	15	-3	5	-16	5.4	4	0	6	7
CCCCc1nccn1CCn1ccnc1CCCC	7	3	9	-5	2	7	-0.7	-3	1	19	-23
CCCCn1nc(C(=O)NC2CCCCCC2)c2ccccc2c1=O	-6	13	15	-7	/	0	-2.3	-2	36	-1	-5
CCc1ccc(C(O)(c2ccccc2OC)C(CN2CCOCC2)c2ccccc2)cc1 (stereo not drawn)	4	8	-2	-2	1	6	-1.6	-2	2	3	1
